Assay outcomes: PubChem, National Center for Advancing Translational Sciences (NCATS)
L3MBTL1 block: qHTS Assay for the Inhibitors of L3MBTL1; Lethal(3)malignant brain tumor-like protein 1 (Homo sapiens), Q9Y468; AlphaScreen L3MBTL1–H3K9me1 peptide binding; Potency, µM (titrated, usually from 57.1 µM), inactives show at the top dose activity, negative = inhibition, usual class: inhibitors; actives 0.66% (n = 230,000); AID 485360, 2010; further: nearly all actives have a fitted effect of over 60% in size
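Read-out is AlphaScreen signal from streptavidin donor and nickel chelate acceptor beads (10 ug/mL final each) bridging L3MBTL1 (50 nM) and biotinylated K9-monomethylated H3(1-15) peptide (75 nM), after 30 min compound exposure at room temperature.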
GLA spleen mod: qHTS Assay for Inhibitors and Activators of Human alpha-Galactosidase From Spleen Homogenate | Alpha-galactosidase A (Homo sapiens), P06280 | human spleen homogenate, 4MU-alpha-Gal fluorescence, 40 min | Potency, µM (highest dose often 80 µM), for the others: at the top dose activity change, negative = inhibition, usual class: inhibitors | actives 0.008% (n = 240,000) | AID 2107, 2009;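 further: 0% = enzyme with vehicle and -100% = no enzyme basal signal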
Target sequence (P06280 32-429 limits assumed): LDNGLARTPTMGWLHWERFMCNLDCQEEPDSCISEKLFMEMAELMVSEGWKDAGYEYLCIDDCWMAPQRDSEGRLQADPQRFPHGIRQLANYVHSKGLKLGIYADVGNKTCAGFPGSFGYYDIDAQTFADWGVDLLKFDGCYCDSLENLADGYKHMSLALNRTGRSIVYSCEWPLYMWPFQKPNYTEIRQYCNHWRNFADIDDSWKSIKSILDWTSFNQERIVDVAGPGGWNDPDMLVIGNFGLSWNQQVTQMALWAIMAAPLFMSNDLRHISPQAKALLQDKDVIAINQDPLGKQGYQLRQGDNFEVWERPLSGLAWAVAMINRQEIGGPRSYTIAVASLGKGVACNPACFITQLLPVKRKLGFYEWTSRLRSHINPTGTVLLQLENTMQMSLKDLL
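Human spleen homogenate (1 ug) was the enzyme source, with 4-methylumbelliferyl-alpha-D-galactopyranoside (1 mM final) in pH 5.0 citrate buffer with 0.01% Tween-20. Compounds were titrated; after 40 min at 37C, NaOH/glycine stop, 4-MU fluorescence read; AC50 from Hill fits.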
Tau fluor cs: Counterscreen qHTS for Inhibitors of Tau Fibril Formation, Fluorescence Polarization | actives 0.93% (n = 280,000) | tau K18 P301L Alexa594 fluorescence, heparin fibrillization | Potency, µM (titrated, usually from 57.7 µM), for the others: at the highest dose activity change, negative = decrease; further: nearly all actives have a fitted effect of over 55% in size
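Human tau K18 P301L (15 uM unlabeled, 0.24 uM Alexa 594-labeled) in 100 mM sodium acetate pH 7 with 20 uM heparin, 6 hr at 37 C. ThT 30 uM added, 1 hr ambient; Alexa 594 FP and total fluorescence read at 555/632 nm.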
Tau fibril FP: qHTS for Inhibitors of Tau Fibril Formation, Fluorescence Polarization. Potency, µM (top dose mostly 57.7 µM), inactives show at the top dose activity, negative = inhibition, actives largely listed as inhibitors. AID 1468, 2008. actives 0.39% (n = 280,000). Microtubule-associated protein tau (Homo sapiens), P10636. K18 P301L tau heparin fibrillization, Alexa594 FP, 6 h; further: nearly all actives have a fitted effect of over 55% in size
Target sequence (P10636 561-689 P618L limits assumed): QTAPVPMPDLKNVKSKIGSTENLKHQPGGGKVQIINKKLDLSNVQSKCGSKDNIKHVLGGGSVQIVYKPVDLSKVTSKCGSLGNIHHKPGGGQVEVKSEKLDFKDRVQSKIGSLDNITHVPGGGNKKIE
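K18 P301L tau (15 uM unlabeled/0.24 uM Alexa 594-labeled, final) + compound + heparin 20 uM final; 100 mM NaOAc pH 7; 6 hr 37 C; ThT 30 uM final added, 1 hr RT; FP ex 555/em 632 nm.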
Tau ThT inhib: qHTS for Inhibitors of Tau Fibril Formation, Thioflavin T Binding; recombinant tau K18 P301L (four-repeat tau fragment), heparin-induced fibrillization, ThT fluorescence; Potency, µM (titrated, usually from 57.4 µM), for the others: at the top dose activity, negative = inhibition, most hits filed as inhibitors; actives 2.1% (n = 270,000); AID 1460, 2008; further: nearly all actives have a fitted effect of over 55% in size
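K18 P301L tau (15 uM + 0.24 uM Alexa 594-tagged), heparin 20 uM, NaOAc pH 7, 6 h 37 C; ThT 30 uM, 1 h RT, ex 450/em 510 nm.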
TRb-SRC2 inh: qHTS for Inhibitors of the Interaction of Thyroid Hormone Receptor and Steroid Receptor Coregulator 2 | actives 0.065% (n = 280,000) | TRbeta-SRC2 peptide binding, fluorescence polarization; receptor liganded with 1 µM T3 | Potency, µM (highest dose often 106 µM), inactives show top-dose activity change, negative = inhibition, most hits filed as inhibitors | Thyroid hormone receptor beta (Homo sapiens), P10828;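 further: plate controls were bound peptide for no effect and peptide without receptor for full effect; nearly all actives have a fitted effect of over 50% in size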
Target sequence (P10828 whole entry, looked up): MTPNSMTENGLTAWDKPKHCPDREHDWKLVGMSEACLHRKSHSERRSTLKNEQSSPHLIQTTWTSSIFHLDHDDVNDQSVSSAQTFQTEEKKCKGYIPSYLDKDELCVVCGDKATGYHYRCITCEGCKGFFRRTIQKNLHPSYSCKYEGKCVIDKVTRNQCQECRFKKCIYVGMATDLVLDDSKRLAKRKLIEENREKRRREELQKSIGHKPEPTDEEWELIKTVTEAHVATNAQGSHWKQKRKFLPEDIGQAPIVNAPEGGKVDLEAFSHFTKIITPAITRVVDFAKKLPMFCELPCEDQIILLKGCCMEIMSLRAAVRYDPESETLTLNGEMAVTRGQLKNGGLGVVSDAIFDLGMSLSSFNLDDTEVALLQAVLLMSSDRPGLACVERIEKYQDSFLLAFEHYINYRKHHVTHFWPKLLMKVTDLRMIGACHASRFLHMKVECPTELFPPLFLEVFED
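A fluorescence polarization screen tested compounds at multiple concentrations against complex formation between 0.6 uM TRb ligand-binding domain and 20 nM Texas Red SRC2 peptide, with 1 uM T3 present; readout after 5 hr.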
TR SRC2 fluor cs: Total Fluorescence Counterscreen for Inhibitors of the Interaction of Thyroid Hormone Receptor and Steroid Receptor Coregulator 2; TRb/SRC2 Texas Red total fluorescence interference; Potency, µM (titrated, usually from 106 µM), for the others: at the highest dose fluorescence change, negative = quenching; actives 0.29% (n = 280,000); active means well fitted curve in either direction with a large enough effect; inconclusive means small, poorly fitted or top-dose-only effect
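Human TRb ligand-binding domain at 0.6 uM with 20 nM Texas Red SRC2 peptide in Tris buffer containing 1 uM T3 and 5% DMSO, incubated with compound 5 h at ambient temperature. Total fluorescence (555/632 nm) calculated as parallel + 2 × perpendicular.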
ALDH1A1 block: qHTS Assay for Inhibitors of Aldehyde Dehydrogenase 1 (ALDH1A1); Aldehyde dehydrogenase 1A1 (Homo sapiens), P00352; Purified ALDH1A1, NADH fluorescence, propionaldehyde substrate; Potency, µM (titrated, usually from 75.3 µM), without a hit: top-dose activity, negative = inhibition, actives largely listed as inhibitors; actives 7.3% (n = 220,000); active means well fitted inhibition curve with a large enough effect, not every such curve was filed as active; inconclusive means small, poorly fitted or top-dose-only effect, or another doubt; inactive means no such curve, though single readings can be large or run the other way;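 further: plate controls were no enzyme wells and a reference inhibitor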
* marks the source's active call; other numbers are inactive results; ? = inconclusive; . = no result given; & = joins results of further samples; [ ] = remark or other dose. Unless noted, the call rests on the fitted dose curve; in most records, active means well fitted curve in the direction sought with a large enough effect; inconclusive means small, poorly fitted or top-dose-only effect, or another doubt; inactive means no such curve, though single readings can be large; an effect the other way counts as inactive or inconclusive. Unless noted, on the % scale 0 is the no-effect control and ±100 the full control effect; potency means the concentration at half of the fitted maximal effect.

SMILES	L3MBTL1 block	GLA spleen mod	Tau fluor cs	Tau fibril FP	Tau ThT inhib	TRb-SRC2 inh	TR SRC2 fluor cs	ALDH1A1 block
CC1CCN(C2=C(NS(=O)(=O)c3ccccc3)C(=O)c3ccccc3C2=O)CC1	11.2µM*	2.7%	11.2µM*[quencher]	?	12.6µM*	1.4%	-1.7%	.
Cc1ccc(NC(=O)Cn2c(=O)n(Cc3ccco3)c(=O)c3ccccc32)c(C)c1	.	-5.9%	-13.4%&-12.8%	?	8.3%&-3.8%	6.0%&-23.3%	2.7%&0.3%	6.5%
CCCn1c2ccccc2c2cnn(CC(=O)NCc3ccc(OC)cc3)c(=O)c21	.	.	-7.8%	-14.5%	2.6%	0.0%	-2.9%	.
C=CC1=C2C=C(C3CC3)N(C3CC3)C=C2C(=O)C(C)(OC(=O)c2ccco2)C1=O (stereo unspecified)	.	4.2%[17.5 µM]	-3.3%[11.6 µM]	-10.7%[11.6 µM]	0.9%[11.5 µM]	2.0%[11.2 µM]	-12.4%[11.2 µM]	20.8%[13.5 µM]
N#CCN1CCC/C1=C\[N+](=O)[O-]	.	-1.9%	-5.1%	0.6%	-4.0%	10.5%	1.8%	?
Cc1ccccc1C(NC(N)=O)c1ccccc1 (stereo unspecified)	.	0.9%	5.6%	3.8%	4.1%	0.6%	-4.6%	-9.2%
O=C(Nc1ncc2c(n1)CC(c1ccccc1)CC2=O)c1ccco1 (stereo unspecified)	-4.6%	21.4%	7.2%	0.6%	9.6%	-23.2%	-2.7%	?
COCCOC1CCN(Cc2cn(Cc3ccccc3)nc2-c2cc3ccccc3o2)CC1	-2.3%	2.2%	-3.3%	7.6%	-7.7%	4.7%	0.7%	-5.8%
Cc1cc(NC(=O)COC(=O)C2CCN(S(=O)(=O)c3ccc(Cl)cc3)CC2)no1	0.4%	3.3%	-6.8%	-3.5%	2.8%	1.5%	-7.7%	-2.8%
O=C(C/C=N/OCc1c(Cl)cccc1Cl)c1ccc(Cl)cc1	8.1%	-7.7%	-18.8%	-5.7%	?	-4.0%	-0.7%	?
CN(C)c1ccc(CNC(=O)C2CCC(CNc3c(N4CCCCC4)c(=O)c3=O)CC2)cc1 (stereo unspecified)	8.8%	4.4%	-0.7%	2.5%	-2.3%	-1.3%	-0.7%	.
Cc1ccc(Nc2ccc3cc(S(=O)(=O)N4CCC(C)CC4)ccc3n2)c(Cl)c1	.	.	?	?	-3.6%	2.8%	-2.6%	.
COC(=O)c1ccc(NC(=O)C(C)Oc2ccccc2)cc1 (stereo unspecified)	.	2.9%	-7.0%	2.0%	-7.3%	-0.7%	-4.1%	1.6%
CC(=O)N1CCN(Cc2nc3cc(NC(=O)c4ccccc4)ccc3n2C)CC1	16.7%	-5.4%	-2.4%	-5.2%	7.2%	.	.	-6.3%
Oc1ccc(-c2onc(C(F)(F)F)c2-c2cscn2)c(O)c1	-1.6%	6.2%	-18.1%	5.4%	-8.5%	-10.3%	-1.8%	9.5%
CCCC1NC(=S)N(C2CCCCC2)C1=O (stereo unspecified)	9.3%	-13.9%	-1.9%	3.9%	1.3%	8.9%	-2.1%	-4.9%
O=C(CSc1nc2cccnc2n1Cc1ccccc1)NCc1ccco1	.	-17.0%	-6.8%	2.3%	-9.2%	-21.2%	2.1%	25.1µM*
Cc1ccc(CNC(=O)c2c[nH]c3ccc(S(=O)(=O)Nc4ccc(C(C)C)cc4)cc3c2=O)cc1	.	.	?	?	9.4%	-7.4%	-0.5%	.
Cc1ccc(S(=O)(=O)N(C)Cc2ccc(C(=O)N/N=C/c3ccc(OC(F)F)cc3OC(F)F)cc2)cc1	-0.9%	-3.6%	-26.9%	-14.8%	-7.2%	-1.8%	-4.7%	-3.9%
Cc1ccc(C(c2ccc(C)o2)c2cccc([N+](=O)[O-])c2O)o1	-24.0%	?	-21.6%	-1.1%	?	-4.3%	-2.0%	-3.6%

For convenience, part of the list above.
SMILES	L3MBTL1 block	GLA spleen mod	Tau fluor cs	Tau fibril FP	Tau ThT inhib	TRb-SRC2 inh	TR SRC2 fluor cs	ALDH1A1 block
O=C(CSc1nc2cccnc2n1Cc1ccccc1)NCc1ccco1	.	-17.0%	-6.8%	2.3%	-9.2%	-21.2%	2.1%	25.1µM*
Cc1ccc(CNC(=O)c2c[nH]c3ccc(S(=O)(=O)Nc4ccc(C(C)C)cc4)cc3c2=O)cc1	.	.	?	?	9.4%	-7.4%	-0.5%	.
Cc1ccc(S(=O)(=O)N(C)Cc2ccc(C(=O)N/N=C/c3ccc(OC(F)F)cc3OC(F)F)cc2)cc1	-0.9%	-3.6%	-26.9%	-14.8%	-7.2%	-1.8%	-4.7%	-3.9%
Cc1ccc(C(c2ccc(C)o2)c2cccc([N+](=O)[O-])c2O)o1	-24.0%	?	-21.6%	-1.1%	?	-4.3%	-2.0%	-3.6%

More structures follow:
SMILES	L3MBTL1 block	GLA spleen mod	Tau fluor cs	Tau fibril FP	Tau ThT inhib	TRb-SRC2 inh	TR SRC2 fluor cs	ALDH1A1 block
COCCN1CN=C(Nc2nc3ccccc3o2)NC1	-0.4%	2.4%	-9.7%	-7.5%	-16.1%	-1.9%	-2.6%	15.7%
CC(=O)Nc1ccc(OS(=O)(=O)c2ccc(C(C)(C)C)cc2)cc1	6.8%	2.8%	?	?	-8.4%	-5.4%	-2.4%	12.6µM*
COc1cc(/C=N/NC(=O)CCc2ccccc2)ccc1O	-1.7%	3.3%	-15.4%	-3.0%	-17.0%	6.3%	-0.6%	?
CCN(CC)c1nc2ccccc2n2cnnc12	-1.3%	2.8%	-1.5%	-3.1%	-7.9%	8.0%	-7.4%	3.9%
COc1ccccc1NC(=O)Cn1c(=O)n(Cc2nc(C)no2)c(=O)c2cc3c(cc21)OCO3	.	.	2.4%	2.8%	9.7%	0.5%	-1.1%	.
Cc1ccc(S(=O)(=O)NCc2nc3ccccc3c(=O)n2N)cc1	2.1%	-3.8%	-8.7%	?	3.3%	-2.8%	-10.2%	?
Cc1ccn2cc(CSc3ccccc3)nc2c1	.	4.3%	-7.2%	6.3%	-3.9%	9.5%	-0.3%	4.8%
S=C(NC1CCCCC1)N1CCOCCOCCN(C(=S)NC2CCCCC2)CCOCC1	.	-0.8%	-5.5%	?	.	-2.5%	-0.6%	.
CCCSC1=C(C#N)C(c2ccccc2OCC)CC(=O)N1 (stereo unspecified)	4.0%	0.5%	-5.0%	-2.3%	-3.6%	1.4%	0.7%	0.6%
O=c1cc(-c2ccccc2)[nH]c2nc3ccccc3n12	-0.1%	8.2%	-8.5%	-9.1%	?	-19.2%	0.2%	?
CNC(=O)/C(C#N)=C/c1ccc(-c2ccc(OC)cc2[N+](=O)[O-])o1	-11.7%	6.9%	-17.8%	1.8%	?	3.3%	0.0%	0.3%
Cc1ccc(-n2c(-c3ccccc3)c[n+]3c2CCC3)cc1	9.7%	3.2%	-3.4%	-1.9%	4.9%	-3.1%	-1.5%	-1.4%
CCCCNC(=O)C1C2C=CC3(CN(Cc4ccc(C)cc4)C(=O)C13)O2 (stereo unspecified)	6.6%	4.6%	6.2%	1.7%	10.3%	-6.6%	-0.5%	13.4%
O=C(CN1CCC(C(O)(c2ccccc2)c2ccccc2)CC1)Nc1ccccc1	8.5%	-11.3%	-14.9%	1.5%	7.0%	-1.7%	-5.5%	-10.8%
Cc1cc(C)n(C(=O)c2cccc(S(=O)(=O)N3CCOCC3)c2)n1	6.7%	3.0%	2.2%	11.6%	-4.5%	-1.5%	-1.4%	2.6%
COc1ccc(Cn2cc(S(=O)(=O)c3ccc(C)cc3)c(=O)c3cc(F)ccc32)cc1	.	.	-12.3%	-16.4%	-3.0%	-12.5%	0.4%	.
N#Cc1ccc(Cl)cc1NC(=O)CSc1nc2nc(-c3cccs3)cc(C(F)(F)F)c2c(=O)[nH]1	-4.4%	1.3%	-10.7%	-4.0%	-14.2%	3.1%	-1.8%	.
CC(=O)C1=C(C)NC(SCC(=O)Nc2nc3ccccc3s2)=C(C#N)C1c1ccc(Cl)cc1 (stereo unspecified)	-5.9%	-1.4%	?	?	?	10.5%	3.7%	?
COc1ccc(NS(=O)(=O)c2cccc(-c3n[nH]c(=S)n3Cc3ccccc3)c2)cc1	-19.4%	-6.6%	-22.8%	?	-8.7%	2.0%	-1.8%	0.447µM*
CCOc1ccc(C(=O)NCC(=O)OCC(=O)Nc2cccc(S(=O)(=O)N3CCCC3)c2)cc1	.	-0.2%	-25.5%	-13.0%	-10.1%	-3.4%	1.9%	.
Cc1cc(C(F)F)n2ncc(C(=O)NCc3ccc(F)cc3)c2n1	.	12.2%	-9.3%	12.0%	.	0.5%	-0.6%	.
Cc1cc(C)c(NC(=O)Cn2cc3c(n2)CCCC3)c(C)c1	2.5%	1.1%	3.1%	1.8%	-3.6%	1.1%	-2.3%	4.6%
CSc1ccc(/C=C/C(=O)c2ccc(NC(=O)Cc3ccccc3)cc2)cc1	-8.4%	6.0%	-21.3%	-11.3%	?	5.6%	1.3%	-6.5%
CCCCOc1ccc(Cn2c(=O)oc3ccccc32)cc1	.	.	-3.4%	-11.9%	5.3%	3.8%	-1.3%	.
Cc1ccccc1C(=O)NC(CC(C)C)C(=O)NN1C(=O)c2ccccc2C1=O (stereo unspecified)	2.6%[11.4 µM]	7.3%	-1.9%	-2.3%	-1.7%	-5.9%	-3.1%	1.1%
CS(=O)(=O)N(CC(=O)Nc1ccccc1-c1ccccc1)c1ccc(F)cc1	0.0%	8.4%	-22.2%	-1.1%	-8.9%	3.3%[53 µM]	-1.4%[53 µM]	6.2%
O=C(Cn1c(=O)n(Cc2ccco2)c(=O)c2oc3ccccc3c21)Nc1ccc(F)cc1F	.	.	-7.9%	-12.5%	8.1%	2.1%	-0.4%	.
